# Source: PubChem (Sanford-Burnham Center for Chemical Genomics)
# hIAP activ: human IAP activation | P09923 | activation factor at 10 µM | purified human IAP, CDP-Star luminescence, 30 min; active compounds read high; 1 = vehicle-only enzyme, 0 = enzyme-free background | hit rate 0.16% among 330,000;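 active = activation factor of the enzyme at least 2-fold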; also: the source names both 10 and 20 µM as test concentration; values of inactives mirror those of a sister screen read the other way
# Target sequence (P09923 whole entry, looked up): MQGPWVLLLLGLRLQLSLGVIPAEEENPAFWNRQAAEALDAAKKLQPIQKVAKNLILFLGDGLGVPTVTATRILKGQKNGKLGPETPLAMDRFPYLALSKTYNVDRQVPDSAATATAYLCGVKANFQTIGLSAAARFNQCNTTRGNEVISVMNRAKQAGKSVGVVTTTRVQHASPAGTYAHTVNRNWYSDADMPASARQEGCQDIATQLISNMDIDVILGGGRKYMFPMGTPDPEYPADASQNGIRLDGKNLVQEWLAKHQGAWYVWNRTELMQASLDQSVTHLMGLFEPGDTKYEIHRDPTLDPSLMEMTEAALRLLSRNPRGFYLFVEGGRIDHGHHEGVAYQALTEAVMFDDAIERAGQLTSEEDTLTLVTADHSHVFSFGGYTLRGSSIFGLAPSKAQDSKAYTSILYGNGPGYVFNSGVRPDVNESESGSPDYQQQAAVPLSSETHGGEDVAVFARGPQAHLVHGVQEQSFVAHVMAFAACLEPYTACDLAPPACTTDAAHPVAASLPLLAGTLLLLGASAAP
# TIM10 inh: growth inhibitors of TIM10 yeast strain; hit rate 1.4% among 330,000; inhibition, % at 10 µM; S. cerevisiae TIM10 strain growth, BacTiter-Glo luminescence, 24 h;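 active = inhibition of 40% or more at the single tested concentration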;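 also: wild-type TIM10 isogenic control strain grown at permissive 25 °C; 0% = DMSO yeast wells and 100% = minimal medium wells without yeast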
# ATG4B inhibitor: inhibitors of human ATG4B cysteine protease; hit rate 0.51% among 340,000; ATG4B cleavage of LC3-PLA2, NBD-HPC fluorescence, 1 h; inhibition, % at 8.33 µM; Q9Y4P1; in the data active = inhibition above about 40%
# Target sequence (Q9Y4P1 whole entry, looked up): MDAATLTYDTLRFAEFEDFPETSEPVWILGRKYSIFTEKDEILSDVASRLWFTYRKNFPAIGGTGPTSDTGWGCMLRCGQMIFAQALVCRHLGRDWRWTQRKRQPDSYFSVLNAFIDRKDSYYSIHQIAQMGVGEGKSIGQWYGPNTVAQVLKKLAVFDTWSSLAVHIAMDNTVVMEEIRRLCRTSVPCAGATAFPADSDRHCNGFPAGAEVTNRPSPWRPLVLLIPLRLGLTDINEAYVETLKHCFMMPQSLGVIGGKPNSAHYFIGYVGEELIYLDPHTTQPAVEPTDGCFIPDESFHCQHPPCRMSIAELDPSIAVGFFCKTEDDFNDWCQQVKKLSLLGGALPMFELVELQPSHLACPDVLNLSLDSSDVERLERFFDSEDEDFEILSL
# mIAP activ: increases mouse intestinal alkaline phosphatase activity; muIAP, CDP-Star luminescence, 30 min; active compounds read high; 1 = vehicle-only enzyme signal, 0 = enzyme-free wells; hit rate 0.24% among 330,000; AID 2805; activation factor at 10 µM;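 active = activation factor of at least 2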; also: the source names both 10 and 20 µM as test concentration; values of inactives mirror those of a sister screen read the other way
#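 also added = chemiluminescent substrate CDP-Star | test system = mouse IAP enzyme | signal = chemiluminescence readout | compound = DMSO-dissolved test compounds | incubation = 30 min at room temperature | benchmarks = DMSO wells, no-enzyme wells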
# mIAP inh: blocks mouse intestinal alkaline phosphatase; purified mouse IAP, CDP-Star luminescence, 30 min; inhibition, % at 10 µM; hit rate 0.2% among 330,000;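 active = inhibition of at least 40% at 10 µM in the primary screen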;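 also: plate controls were DMSO with enzyme for no effect and no enzyme wells for full effect; values of inactives mirror those of a sister screen read the other way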
# tim10-1 inh: growth inhibitors of tim10-1 mutant yeast | S. cerevisiae tim10-1 ts strain growth, BacTiter-Glo, 24 h | inhibition, % at 20 µM | hit rate 2.2% among 330,000 | AID 463190;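 active = inhibition of at least 40%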;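 also: mutant grown at 25 °C; 0% = DMSO wells with yeast and 100% = wells holding no yeast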
# Apaf-1 inh: human Apaf-1 inhibition | hit rate 0.71% among 330,000 | AID 489030 | O14727 | inhibition, % at 20 µM | reconstituted apoptosome caspase-3 activity, DEVD-Rh110 fluorescence; active = inhibition of at least 40% at 20 µM;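 also: plate controls were DMSO wells for no effect and DEVD-CHO caspase inhibitor wells for full effect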
#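 Material: reconstituted apoptosome with Apaf-1, cytochrome c, caspase-9, procaspase-3, dATP; medium: pH 7.5 Hepes buffer with CHAPS, BSA, DTT; also added: cytochrome c and DEVD-Rh110 substrate; timing: 30 min plus 50 min, RT; signal: Rh110 fluorescence intensity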
# NLRP3 yeast inh: inhibitors of NALP3 inflammasome in yeast; Yeast reconstituted NLRP3/ASC/caspase-1, beta-gal luminescence, 24 h; inhibition, % at 10 µM; hit rate 0.39% among 330,000; AID 2825;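 active = inhibition of 50% or more; inactive = inhibition below 50%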;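 also: plate controls were induced DMSO wells for no effect and uninduced yeast grown without galactose for full effect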
# hIAP block: blocks human intestinal alkaline phosphatase. inhibition, % at 10 µM. hit rate 0.12% among 330,000. purified IAP, CDP-Star luminescence, 30 min. P09923;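 active = inhibition reaching a set limit with compound at 10 µM in the primary screen, cut at about 35% in these data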;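 also: plate controls were DMSO wells with enzyme for no effect and no-enzyme buffer wells for full effect; values of inactives mirror those of a sister screen read the other way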
# * hit, by the source's call; . = no result given.
No.	SMILES	hIAP activ	TIM10 inh	ATG4B inhibitor	mIAP activ	mIAP inh
1	NC(=O)CC(NC(=O)Cc1ccc(Cl)cc1)c1ccc(NC2CC3CCC2C3)c([N+](=O)[O-])c1 (centres undefined)	0.92	1	-15	0.8	20
2	COc1ccc(C/C(N)=N/OC(=O)CCc2ccccc2)cc1	0.9	71*	0	1.1	-8
3	C#CCNC(=O)C1=C[C@H](c2csc3ccccc23)C[C@H](OCCCCO)O1	0.93	18	-1	0.96	4
4	FC(F)(F)c1ccc(CN2C[C@@H]3C(c4ccccc4)C4(c5ccccc5)CC3(C4)[C@H]2c2ccccc2)cc1 (some centres undefined)	1.1	12	.	0.93	7
5	O=CN1CCN(C(=O)c2ccc(-c3nc4ccccc4s3)s2)CC1	1.1	-7	-5	1	-2
6	COc1ccc(C(=O)Nc2ccccc2C(=O)N2CCCCCC2)cc1	1.2	7	1	1	-1
7	COc1ccc(C(=O)Nc2ccc3c(c2)C(=O)NC3=O)cc1	1.1	7	-3	1	-2
8	COC(=O)c1cccnc1-n1c(=O)c2cccnc2n(Cc2ccc(Cl)cc2)c1=O	0.96	38	7	1.1	-8
9	CCOC(=O)C1CCN(C(=O)/C=C/c2ccc(S(=O)(=O)N3CCOCC3)cc2)CC1	0.9	4	-7	1.2	-16
10	Cn1c(=O)c2cc(S(=O)(=O)NCCC(=O)N3CC=C(c4ccccc4)CC3)ccc2n(C)c1=O	1	4	-9	0.96	4

No.	tim10-1 inh	Apaf-1 inh	NLRP3 yeast inh	hIAP block
1	10	17	26	8
2	23	11	18	10
3	16	9	9	7
4	29	28	-2	-10
5	-17	3	11	-15
6	28	12	8	-18
7	-5	2	28	-8
8	49*	0	5	4
9	11	-1	15	10
10	3	-14	-4	-2

# Next part
No.	SMILES	hIAP activ	TIM10 inh	ATG4B inhibitor	mIAP activ	mIAP inh
11	C=CCNC(=O)CC(=O)N/N=C/c1ccc(C(=O)OC)cc1	0.89	-3	0	1	-1
12	CCOC(=O)NC(O)C(=O)c1ccc(F)cc1 (centres undefined)	1.1	7	-6	0.96	4
13	O=C(Nc1cc(C(F)(F)F)ccc1N1CCOCC1)c1ccc[n+]([O-])c1	1.2	-12	-3	1.1	-12
14	CN(C)c1ccc(/C=C/C#N)cc1	1.1	-5	-5	0.94	6
15	Cc1ccc(SCC(=O)NC(=O)NC2CCCC2)c(C)c1	0.94	4	-5	1.1	-6
16	COc1ccccc1N1CC(C(=O)Nc2nc(C)cs2)CC1=O (centres undefined)	0.91	3	-5	0.81	19
17	O=c1c2ccccc2ncn1CCCSc1ccccc1	1	-7	4	1.1	-7
18	COc1ccc(-n2cc(CN(C)C(C)c3ccncn3)c(-c3cccc(F)c3)n2)cc1 (centres undefined)	0.96	16	-2	0.9	10
19	COc1ccc(NC(=O)COc2ccccc2F)cc1S(=O)(=O)N1CCCCC1	1.4	-11	-8	1	-4
20	Cc1cccc2c(=O)c(C(=O)NCCCN3CCOCC3)c[nH]c12	0.94	16	-6	1	-3

No.	tim10-1 inh	Apaf-1 inh	NLRP3 yeast inh	hIAP block
11	-11	-4	29	11
12	6	-17	4	-7
13	-4	2	4	-25
14	-1	2	14	-7
15	31	22	40	6
16	11	-3	16	10
17	4	5	35	-1
18	-14	3	14	4
19	-28	9	17	-38
20	13	-6	2	6

# The list goes on:
No.	SMILES	hIAP activ	TIM10 inh	ATG4B inhibitor	mIAP activ	mIAP inh
21	CCn1c(Sc2ccc(N)cc2Cl)nc2ccccc21	0.96	44*	3	0.99	1
22	CN(CC(=O)Nc1ccccc1C(F)(F)F)C(=O)CCc1nc2sc3c(c2c(=O)[nH]1)CCCC3	1.1	7	5	0.96	4
23	Cc1cc(C)n(-c2ccc(C(=O)Nc3ccc(N4CCOCC4)cc3)cc2)n1	0.93	-1	-7	0.86	14
24	O=C(NNC(=O)c1cc(Br)ccc1O)c1csc(N2CCOCC2)n1	2.4*	-6	3	0.77	23
25	O=S(=O)(NC1CCCC1)c1ccc(S(=O)(=O)N2CCc3ccccc32)cc1	0.84	15	-10	0.83	17
26	COc1ccc(NC(=O)Cn2c(=O)oc3cc(Cl)ccc32)c(OC)c1	1.1	7	-6	1	-5
27	Cc1nc2ccccn2c1-c1csc(Nc2cccc(C(=O)O)c2)n1	1	8	-2	0.96	4
28	CC(=O)N(CCC1(C(C)C)CCOC(C)(C)C1)C(C)c1cccs1 (centres undefined)	1	14	-2	1	-4
29	N#Cc1ccccc1Sc1ccccc1C(=O)OCC(=O)NC12CC3CC(CC(C3)C1)C2	0.89	4	2	0.81	19
30	Cc1ccccc1NC(=O)COC(=O)CC1CCCC1	1.1	2	8	1	-2

No.	tim10-1 inh	Apaf-1 inh	NLRP3 yeast inh	hIAP block
21	47*	2	31	4
22	-3	0	22	-6
23	6	-1	30	7
24	-2	13	14	-143
25	6	14	26	16
26	8	6	-1	-12
27	-5	1	-5	-3
28	18	-11	17	-4
29	8	9	17	11
30	0	-6	23	-8

# Remaining list, next part.
No.	SMILES	hIAP activ	TIM10 inh	ATG4B inhibitor	mIAP activ	mIAP inh
31	O=C(Nc1cccc(Cl)c1)C1CCCN(S(=O)(=O)c2cnc[nH]2)C1 (centres undefined)	1	1	-5	1.2	-18
32	O=C(O)Cn1cc(C(=S)N2CCOCC2)c2ccccc21	0.83	-15	-1	1	-4
33	CC[C@@]12C(=O)N(c3ccccc3)C(=O)N1[C@H](c1ccc(OC)cc1)[C@@H]1C(=O)N(C(C)(C)C)C(=O)[C@@H]12	1.1	-6	5	1.1	-11
34	O=c1[nH]c2ccccc2n1CCCSCCCn1c(=O)[nH]c2ccccc21	1.1	31	-21	1.1	-6
35	CC(C)C(C(=O)NCC1CCCO1)N(CC1CCCO1)C(=O)CNS(=O)(=O)c1ccccc1 (centres undefined)	0.91	-13	-3	1	-3
36	Cc1ccc(NC(=O)CCC(=O)n2nc(C)cc2C)c(C)c1	1.1	12	-4	0.97	3
37	Cc1[nH]c2ccccc2c1/C=N/NC(=O)c1cccc(S(=O)(=O)Nc2ccccc2Cl)c1	0.93	13	-9	0.98	2
38	NC(=O)c1ccc(NC(=O)Cn2c(=O)n(-c3ccccc3)c(=O)c3oc4ccccc4c32)cc1	1.3	-7	7	1.1	-5
39	CC(Oc1ccc(C(C)(C)C)cc1)C(=O)NC1CC(C)(C)NC(C)(C)C1 (centres undefined)	1.2	3	4	0.98	2
40	N#Cc1ccc(N2CCCNCC2)nc1	1	-3	1	1	-2

No.	tim10-1 inh	Apaf-1 inh	NLRP3 yeast inh	hIAP block
31	-27	-2	13	-4
32	7	-3	19	17
33	13	6	5	-6
34	5	30	17	-7
35	2	-2	4	9
36	7	-29	14	-5
37	11	3	2	7
38	-4	-5	-7	-34
39	-8	8	3	-15
40	13	11	20	-3

# Additional structures
No.	SMILES	hIAP activ	TIM10 inh	ATG4B inhibitor	mIAP activ	mIAP inh
41	O=C(O)c1cc(N=Cc2c(O)c3ccccc3oc2=O)ccc1O	0.92	-4	-3	1	-2
42	COc1ccc(C(CNC(=O)c2cccc(S(=O)(=O)Nc3ccccc3OC)c2)N2CCCC2)cc1 (centres undefined)	0.94	-20	-5	0.98	2
43	CCNc1nc(NC(C)C)nc(N(C)C#N)n1	0.96	19	3	0.97	3
44	CCOc1ccc(C2=[N+]([O-])C(C)(C)N(O)C2(C)C)cc1	1	8	-5	1.1	-6
45	COc1ccc(/C=N/N=C2/NC(=O)C(CC(=O)NC(C)C)S2)cc1 (centres undefined)	1.1	-19	-1	1.1	-7
46	O=C(NCCCN1CCCCC1)C1CCN(c2ncnc3c2nc2n3CCCCC2)CC1	1.1	0	2	0.92	8
47	CCN(CC)S(=O)(=O)c1ccc2c(c1)nc(CCC(=O)O)n2C	0.98	7	-7	0.94	6
48	CCOC(=O)c1ccc(NC2OC(=O)c3ccccc32)cc1 (centres undefined)	0.95	-30	8	0.94	6
49	O=C(COC(=O)c1c[nH]c2ccccc12)NC1CCCCC1	0.92	4	-7	1.1	-10
50	Cn1cncc1C#Cc1c(-c2ccsc2)sc2ccccc12	1.1	18	-9	0.98	2

No.	tim10-1 inh	Apaf-1 inh	NLRP3 yeast inh	hIAP block
41	6	6	8	8
42	-36	35	-13	6
43	-13	-14	11	4
44	4	4	14	-4
45	9	11	-1	-7
46	-9	4	15	-7
47	8	-24	-4	2
48	1	6	-3	5
49	4	3	0	8
50	12	34	21	-12

# Molecules above that contain a Cl atom:
No.	SMILES	hIAP activ	TIM10 inh	ATG4B inhibitor	mIAP activ	mIAP inh
1	NC(=O)CC(NC(=O)Cc1ccc(Cl)cc1)c1ccc(NC2CC3CCC2C3)c([N+](=O)[O-])c1 (centres undefined)	0.92	1	-15	0.8	20
8	COC(=O)c1cccnc1-n1c(=O)c2cccnc2n(Cc2ccc(Cl)cc2)c1=O	0.96	38	7	1.1	-8
21	CCn1c(Sc2ccc(N)cc2Cl)nc2ccccc21	0.96	44*	3	0.99	1
26	COc1ccc(NC(=O)Cn2c(=O)oc3cc(Cl)ccc32)c(OC)c1	1.1	7	-6	1	-5
31	O=C(Nc1cccc(Cl)c1)C1CCCN(S(=O)(=O)c2cnc[nH]2)C1 (centres undefined)	1	1	-5	1.2	-18
37	Cc1[nH]c2ccccc2c1/C=N/NC(=O)c1cccc(S(=O)(=O)Nc2ccccc2Cl)c1	0.93	13	-9	0.98	2

No.	tim10-1 inh	Apaf-1 inh	NLRP3 yeast inh	hIAP block
1	10	17	26	8
8	49*	0	5	4
21	47*	2	31	4
26	8	6	-1	-12
31	-27	-2	13	-4
37	11	3	2	7

# Next section.
No.	SMILES	hIAP activ	TIM10 inh	ATG4B inhibitor	mIAP activ	mIAP inh
51	Cc1onc(-c2c(F)cccc2Cl)c1C(=O)Nc1nc2ccccc2[nH]1	1.1	-30	-1	1	-2
52	COC(=O)/C=C/c1cnc2ccccc2c1	0.81	4	-7	1.1	-5
53	CN(C)C(=S)NC(=NCc1ccc([N+](=O)[O-])cc1)c1ccccc1	1	3	-2	1	0
54	COc1ccc(NC(=O)N2CCN(c3ccc([N+](=O)[O-])cc3)CC2)cc1OC	0.97	10	-10	1	-2
55	NC(=O)CC1NC(=O)c2ccccc21 (centres undefined)	1	2	-5	0.95	5
56	O=C(N/N=C1\CCCc2ccccc21)c1ccc([N+](=O)[O-])cc1Cl	0.99	33	5	0.98	2
57	CCC(Cc1ccccc1)NC(=O)Cn1ncc2ccsc2c1=O (centres undefined)	0.83	-3	8	0.98	2
58	Cc1noc(C)c1COc1ccc(C(=O)NCC(c2c(F)cccc2Cl)N(C)C)cc1 (centres undefined)	0.99	-4	6	1	0
59	O=C(Cn1c(NCCCO)nc2ccccc21)c1ccc(F)cc1	1.1	3	10	0.99	1
60	O=C(c1ccc([N+](=O)[O-])cc1)c1cc2ccc(O)cc2oc1=O	0.74	-3	-9	0.92	8
61	CCOC(=O)/C=C(/C)N1N=C(c2ccc(OC)cc2)CC1c1cccc([N+](=O)[O-])c1 (centres undefined)	1	14	1	0.92	8

No.	tim10-1 inh	Apaf-1 inh	NLRP3 yeast inh	hIAP block
51	2	15	-6	-15
52	7	-3	25	19
53	10	-4	18	0
54	4	10	27	3
55	7	-10	6	-3
56	29	9	-6	1
57	13	-16	9	16
58	-8	-1	17	1
59	-15	1	29	-5
60	-17	2	14	26
61	14	1	2	-5

# Hits appear at their usual frequency; about 4.5% have a hit in one of these screens.
